PV pol inh: poliovirus RdRp elongation inhibitors, primary screen, biochemical, fluorescence polarization, total intensity | % elongation, % (compound at 16.7 µg/mL) | hit rate 0.66% among 150,000 | poliovirus polymerase elongation; hits give low values | AID 588519, 2011; in the data active means % elongation below about 90%; further: some results filed as inactive read as strong as hits
Target sequence (P03300 1749-2209 limits assumed): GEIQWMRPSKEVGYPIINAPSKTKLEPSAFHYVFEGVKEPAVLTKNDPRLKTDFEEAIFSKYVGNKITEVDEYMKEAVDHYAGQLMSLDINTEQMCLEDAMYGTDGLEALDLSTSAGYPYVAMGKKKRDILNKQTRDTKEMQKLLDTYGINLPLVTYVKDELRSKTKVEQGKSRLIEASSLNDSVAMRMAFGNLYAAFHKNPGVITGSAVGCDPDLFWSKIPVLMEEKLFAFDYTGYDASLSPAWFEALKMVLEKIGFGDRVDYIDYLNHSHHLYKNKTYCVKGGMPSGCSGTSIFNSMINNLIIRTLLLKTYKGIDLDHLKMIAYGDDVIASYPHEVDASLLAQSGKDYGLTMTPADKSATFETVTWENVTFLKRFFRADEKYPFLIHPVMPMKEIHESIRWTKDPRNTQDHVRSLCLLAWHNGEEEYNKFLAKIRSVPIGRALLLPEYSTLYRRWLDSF
PV pol inh FP z-score: recorded beside PV pol inh, whose call it bears; z-score; measured here: FP z-score; hits read low
The depositor's hits bear a star; & = joins results of further samples. An excerpt; rates above refer to the full screens.

SMILES | PV pol inh | PV pol inh FP z-score
CCOc1ccc(NC(=O)c2sc3nc4c(c(-c5ccccc5)c3c2N)C(=O)CC(C)(C)C4)cc1 | 107 | 0.6
COc1ccc(Oc2nc(C)cc(C)c2C#N)cc1 | 101 | 0.2
Cc1oc(-c2ccc(Cl)cc2)nc1CS(=O)CC(=O)NCCN1CCCC1 (centres undefined) | 100 | -0.5
O=C(NCCN1CCOCC1)N1CCNC1=O | 102 | 0.2
COc1ccc(OC)c(S(=O)(=O)N2Cc3ccccc3CC2C(=O)Nc2ccc(C(C)=O)cc2)c1 (centres undefined) | 119 | 0.3
Cc1ccc(NC(=O)C(=O)NCC(c2cccnc2)N2CCN(Cc3ccccc3)CC2)cc1F (centres undefined) | 105 | -0.8
Sc1ccc2ccccc2c1 | 90* | -1.5*
CCC1(c2ccccc2)C(=O)NCNC1=O | 100&99 | 0&-0.3
COc1ccc(N2CCN(C(=O)C3CCN(C(=O)c4cc5sccc5n4C)CC3)CC2)cc1 | 105 | 1.4
COc1ccc(-c2cccc(NC(=O)C(F)(F)F)c2)nn1 | 107 | 0.3
CS(=O)(=O)c1ccccc1C(=O)Nc1ccc2sccc2c1 | 107 | 1.7
COC(=O)C1CCC(C(=O)O)C1(C)C (centres undefined) | 104 | 0.6
COc1cccc(C(=O)NCCc2csc(-c3cccc(F)c3)n2)c1OC | 110 | 1
O=c1ccc2cc(O[C@@H]3O[C@H](CO)[C@@H](O)[C@H](O)[C@H]3O)c(O)cc2o1 | 102 | 0.6
COc1ccccc1-n1c(C)nc(=O)c(-c2ccccc2)c1C | 103 | 0.2
Cn1c2c(c3ccccc31)C(C)(C)Cc1c-2cnn1-c1ccccc1 | 103 | 0.3
COc1ccc(C)cc1-n1c(=O)c2ccccc2n2c(SCc3cc(=O)n4c(C)csc4n3)nnc12 | 97 | -0.8
CCCOc1ccc(CNC(=O)c2cc3oc4ccccc4c3n2C)cc1 | 109 | -0.4
CCOc1ccc(NC(=O)Cn2cnc3sc(C)c(S(=O)(=O)N4CCN(c5ccccc5OC)CC4)c3c2=O)cc1 | 108 | 0.5
Cc1nc2nc(SCC(=O)NCCc3ccccc3)nn2c(C)c1Cc1c(F)cccc1Cl | 106 | 0.3
CCNc1ccc(S(=O)(=O)C(F)(F)F)cc1N | 104 | 0.4
Cc1ccc(/C=C2\CCC/C(=C\c3ccc(C)s3)C2=O)s1 | 105 | 0.3
COc1ccc(CCNC(=O)c2nn(-c3ccc(C)cc3)c(=O)c3c2c2ccccc2n3C)cc1OC | 108 | 0
Cc1cc(C)n(CC(=O)NC23CC4CC(CC(C4)C2)C3)c(=O)c1C#N | 102 | -0.1
O=C(O)COCC(=O)Nc1cnccn1 | 96 | -1
CCCCOc1ccc(C(=O)N(Cc2nc(-c3ccc(Cl)cc3)no2)C(C)C)cc1 | 107 | 0.2
COc1ccc(CCNC(=O)c2cc3c(-c4ccccc4F)nn(C)c3s2)c(OC)c1 | 111 | 0.8
Cc1ccccc1/C=C1\Cc2ccccc2C1=O | 102 | 0.2
CCN(c1ccccc1)c1ncnc2c1cnn2-c1ccc(OC)cc1 | 105 | -0.3
COc1ccc(C(=O)Nc2cc(C(C)C)c(O)c(S(=O)(=O)c3ccc(Cl)cc3)c2C)cc1 | 107 | 0.7
Cc1ccc(NC(=O)NCC2CN(CC(C)C)CCO2)cc1 (centres undefined) | 101 | -0.2
CCCn1cc(S(=O)(=O)c2ccc(C)c(C)c2)c(=O)c2cc(F)c(N3CCCCC3)cc21 | 104 | -0.9
COc1ccccc1CC(=O)N1CCCC1 | 100 | 0
COc1ccc(OCc2nc3ccccc3n2C(C)C)cc1 | 102 | 0.2
O=C(c1ccc(CS(=O)c2ccccc2)o1)N1CCN(c2ccccc2)CC1 (centres undefined) | 100 | -0.5
COc1ccc(CCNC(=O)CSc2nc(C)cc(C)n2)cc1OC | 103 | 0.4
CC(/C=C/c1ccc2c(c1)OCO2)=N\NC(=O)c1ccccn1 | 99 | -0.1
Cc1ccc(-n2ncc(C(=O)NCc3ccccc3)c2C2CCN(C(=O)OC(C)(C)C)CC2)cc1 | 103 | -0.7
O=S(=O)(Nc1ccccc1N1CCOCC1)c1ccc(Cl)s1 | 104 | 0.2
CN(C1CCCCC1)S(=O)(=O)c1ccc2c(c1)c(=O)c(C(=O)N1CCCCC1)cn2C | 100 | -0.4
O=C(CSc1nc2ccc(N=Cc3cc(Br)ccc3O)cc2s1)Nc1ccccc1 | 46 | -4.5
CCOC(=O)c1c(C)oc2c1c(/C=N/N1CCOCC1)c(O)c1ccccc12 | 58 | -7.9
COc1cccc(Cl)c1NC(=O)N1CCN(c2ccnc3cc(Cl)ccc23)CC1 | 101 | -0.1
CC1(C)Cc2ccccc2C(c2sc3nc(-c4cccs4)cc(C(F)(F)F)c3c2N)=N1 | 110 | 1.1
COc1ccccc1NC(=O)C(NC(=O)c1ccccc1NC(=O)c1ccccc1)C(C)C (centres undefined) | 101 | -0.2
O=S(=O)(/N=C(\Oc1ccccc1)c1ccccc1)c1ccc(Br)cc1 | 100 | -0.3
Cc1ccccc1-c1noc(-c2ccc(N3CCN(C)CC3)c([N+](=O)[O-])c2)n1 | 105 | -0.6
Cc1ccccc1NC(=O)CSc1nc2ccc(NC(=O)c3cccs3)cc2s1 | 116 | 2.2
CCn1ncc(NC(=S)Nc2ccc3c(c2)OCO3)c1C(N)=O | 100 | 0
Cc1ccc2nc(NC(=O)CSc3[nH]c(=O)ncc3C)sc2c1 | 99 | -1.9
COc1ccc(OC)c(Nc2nc3nonc3nc2N2CCC(C)CC2)c1 | 100 | -0.2
N/C(=N/c1nc(-c2ccccc2)cc(=O)[nH]1)Nc1ccccc1 | 102 | 0.9
COc1cccc(NS(=O)(=O)c2ccc3[nH]cc(C(=O)N(C)C4CCCCC4)c(=O)c3c2)c1 | 105 | -0.1
Cc1cc(-c2ccc(C(C)C)c(S(=O)(=O)NC3CCCC3)c2)on1 | 102 | 0.9
O=C1CC(c2cccc(Br)c2)Nc2ccc3ccccc3c21 (centres undefined) | 101 | -0.1
COc1ccccc1OCC(=O)Nc1ccccc1C(=O)NCc1cccnc1 | 105 | 1.1
CN(C)c1ccc(CNC(=O)c2ccc(NC(=O)N3CCCCc4ccccc43)cc2)cc1 | 111 | 0.5
CC1CCCc2sc3nc(SCC(=O)c4ccc(Br)cc4)nc(N)c3c21 (centres undefined) | 104 | -0.2
Cc1ccc(NC(=O)CSc2nc3ccccc3c3nc(CCn4cncc4C)nn23)c(C)c1 | 110 | 1
CC(Nc1ccc(Cl)cc1)C(=O)N/N=C/c1ccc2c(c1)OCO2 (centres undefined) | 101 | 0

Complete entries as entered above. Screens in order: PV pol inh	PV pol inh FP z-score
CN(C)c1ccc(CNC(=O)c2ccc(NC(=O)N3CCCCc4ccccc43)cc2)cc1 is listed as 111	0.5
CC(/C=C/c1ccc2c(c1)OCO2)=N\NC(=O)c1ccccn1 is listed as 99	-0.1

The list continues:
SMILES | PV pol inh | PV pol inh FP z-score
COCc1nn2cc(-c3ccc(C)cc3C)nc2s1 | 103 | 0.5
CC(C)NC(=O)c1cc(-c2ccco2)nn1-c1ccc(Cl)cc1 | 103 | 0
O=S(=O)(NCc1cccnc1)c1ccc2[nH]c3c(c2c1)CCCC3 | 103 | 0.5
CCN(CC)P(=S)(c1ccc(/C=N/NC(N)=O)s1)N(CC)CC | 107 | 0.1
COc1ccc(C(=O)/C=C/c2cn(CC(O)CN3CCCCCC3)c3ccccc23)cc1OC (centres undefined) | 104 | -0.5
CN(C(=O)CSc1nc2ccccc2n1CC(=O)NCc1ccc(F)cc1)c1ccc(F)cc1 | 103 | -0.4
COc1ccccc1C(=O)Nc1ccccc1N1CCN(C)CC1 | 102 | 0.7
Cc1ccn2cc(CCNS(=O)(=O)c3ccc(Cl)s3)nc2c1 | 105 | 0.7
CCC(C(=O)OCn1nnc2ccccc2c1=O)c1ccccc1 (centres undefined) | 104 | 0.6
Cc1ccc(C)c(NC(=O)C2CCCN2S(=O)(=O)c2ccc3c(c2)CCCC(=O)N3)c1 (centres undefined) | 103 | -0.7
COc1ccc(C)cc1NC(=O)CSc1nnc(Cn2nnc3ccccc32)n1C | 101 | 0.2
O=C(O)c1nn(Cc2ccccc2)c(=O)c2ccccc12 | 103 | 0
COc1ccc(/C=C2\N=C(c3ccccc3)N(c3nc4ccc(C(=O)O)cc4s3)C2=O)cc1 | 94 | -0.9
COc1ccc(N=c2oc3c(C)ncc(CO)c3cc2C(=O)Nc2ccc3c(c2)OCO3)cc1 | 102 | 0.5
CCOC(=O)C1CCCN(C(=O)c2ccccc2OCc2ccccc2)C1 (centres undefined) | 105 | 1.7
C/C(=C\c1ccccc1)CN1CCC(C(N)=O)CC1 | 99 | -0.5
O=C(CCNS(=O)(=O)c1ccccc1)NC12CC3CC(CC(C3)C1)C2 | 105 | 0.3
CCCn1c(SCC(O)c2ccccc2)nc2ccccc21 (centres undefined) | 108 | 0.3
O=C(CN1CCN(Cc2ccccc2)CC1)NC(=O)NCc1ccco1 | 100 | 0.4
O=c1cc(CSc2nc3ccccc3c(=O)[nH]2)c2ccc(O)cc2o1 | 101 | -0.2
COc1ccc(NC(=O)CCC(=O)Oc2ccc(C)cc2)cc1 | 112 | 0.8
O=C(Nc1cc2c(cc1C(=O)c1ccccc1)OCCO2)c1ccc(Br)cc1 | 101 | -0.3
Cc1ccc(/C=C/c2onc(C)c2S(=O)(=O)N2CCC(C(=O)NCc3ccc(N(C)C)cc3)CC2)cc1 | 102 | -1
CCSc1nnc(NC(=O)C2CCCCC2C(=O)OCC(F)(F)C(F)F)s1 (centres undefined) | 100 | -0.6
COc1ccc(C(=O)Nc2nc3nc(C)c(Cl)c(=O)n3[nH]2)cc1 | 108 | 0.3
CCCCNC(=O)c1ccc2c(=O)n(Cc3ccc(OC)cc3)c(=O)[nH]c2c1 | 106 | 0.3
CC1Sc2ccc(S(=O)(=O)CCC(=O)N3CCCCC3)cc2NC1=O (centres undefined) | 105 | 1.6
Cc1cccc2cc(CN(C(=O)c3ccncc3)C3CCCC3)c3nnnn3c12 | 105 | 1.3
COc1ccc(CNC(=O)c2cc(S(=O)(=O)N3CCCC3)c[nH]2)cc1 | 104 | 0.2
COc1ccc2oc(=O)c(C(=O)N(C)C)cc2c1 | 105 | 0.2
CCCN1CCN(C(=O)C(NC(=O)c2ccco2)C(C)C)CC1 (centres undefined) | 99 | -0.4
CC1Cc2ccccc2N1C(=O)C1CCN(S(=O)(=O)Cc2ccccc2)CC1 (centres undefined) | 100 | -0.2
CC(=O)OC1OCCOC1NC(=S)Nc1ccc(C)cc1 (centres undefined) | 102 | 0.1
Cc1ccc(Cn2nc(C)ccc2=O)cc1 | 105 | 1.1
CCC(C)N(C)C1CCN(C(=S)Nc2cccc(Cl)c2)CC1 (centres undefined) | 100 | -0.8
CCc1ccccc1NC(=O)CN(c1ccccc1OC)S(=O)(=O)c1ccc(C)cc1 | 105 | 0.2
O=C(CSc1ccccn1)Nc1ccccn1 | 107 | 0.5
CC1(C)C(C(=O)Nc2ccccc2C#N)C1(C)C | 105 | 0.4
CC(=O)c1cccc(NC(=O)C2CCCN(c3nnc(-n4cccc4)s3)C2)c1 (centres undefined) | 111 | 1
COc1cccc(C2CCN(C(=O)c3cccc4ccccc34)CC2)c1 | 111 | 1.3
Cc1csc(NC(=O)C(Cc2ccccc2)NS(=O)(=O)c2ccc(Br)s2)n1 (centres undefined) | 100 | 0
Cn1cc(C=C(C#N)C#N)c2ccccc21 | 92 | -3.7
COc1ccc(Br)cc1CNC(=O)CCSCc1ccc(Cl)cc1 | 114 | 0.8
CN(CCOc1ccc(F)cc1)Cc1ccccc1 | 106 | 0.3
C[C@@H](C(=O)Nc1nc2ccccc2[nH]1)N1C(=O)C2CC=CCC2C1=O (some centres undefined) | 105 | 0.2
O=C(CCc1nc2cccnc2n1-c1ccccc1)NCC1CCCO1 (centres undefined) | 103 | 0.1
CCC(C)c1ccc(OCC(=O)Nc2cccc(-c3nc4ncccc4o3)c2C)cc1 (centres undefined) | 103 | 0.4
Cc1ccc(S(=O)(=O)/N=C(\N)Nc2nc3ccccc3s2)cc1 | 104 | 0.4

17 compounds from above, ordered by formula weight, largest number first:
SMILES | PV pol inh | PV pol inh FP z-score
CCOc1ccc(NC(=O)Cn2cnc3sc(C)c(S(=O)(=O)N4CCN(c5ccccc5OC)CC4)c3c2=O)cc1 | 108 | 0.5
Cc1nc2nc(SCC(=O)NCCc3ccccc3)nn2c(C)c1Cc1c(F)cccc1Cl | 106 | 0.3
COc1ccc(C(=O)/C=C/c2cn(CC(O)CN3CCCCCC3)c3ccccc23)cc1OC (centres undefined) | 104 | -0.5
CN(C1CCCCC1)S(=O)(=O)c1ccc2c(c1)c(=O)c(C(=O)N1CCCCC1)cn2C | 100 | -0.4
Cc1ccc(C)c(NC(=O)C2CCCN2S(=O)(=O)c2ccc3c(c2)CCCC(=O)N3)c1 (centres undefined) | 103 | -0.7
Cc1ccccc1NC(=O)CSc1nc2ccc(NC(=O)c3cccs3)cc2s1 | 116 | 2.2
COc1ccc(C)cc1NC(=O)CSc1nnc(Cn2nnc3ccccc32)n1C | 101 | 0.2
CC(=O)c1cccc(NC(=O)C2CCCN(c3nnc(-n4cccc4)s3)C2)c1 (centres undefined) | 111 | 1
CC1Sc2ccc(S(=O)(=O)CCC(=O)N3CCCCC3)cc2NC1=O (centres undefined) | 105 | 1.6
Cc1ccccc1-c1noc(-c2ccc(N3CCN(C)CC3)c([N+](=O)[O-])c2)n1 | 105 | -0.6
Cc1ccn2cc(CCNS(=O)(=O)c3ccc(Cl)s3)nc2c1 | 105 | 0.7
O=c1cc(CSc2nc3ccccc3c(=O)[nH]2)c2ccc(O)cc2o1 | 101 | -0.2
Cc1cc(C)n(CC(=O)NC23CC4CC(CC(C4)C2)C3)c(=O)c1C#N | 102 | -0.1
Cn1c2c(c3ccccc31)C(C)(C)Cc1c-2cnn1-c1ccccc1 | 103 | 0.3
CC(=O)OC1OCCOC1NC(=S)Nc1ccc(C)cc1 (centres undefined) | 102 | 0.1
O=C(O)c1nn(Cc2ccccc2)c(=O)c2ccccc12 | 103 | 0
Cc1ccc(Cn2nc(C)ccc2=O)cc1 | 105 | 1.1
